Screens: PubChem, National Center for Advancing Translational Sciences (NCATS)
GALK inh – inhibitors of human galactokinase (GALK). P51570. recombinant GALK, Kinase-Glo ATP luminescence, 1 h. Potency, µM (highest dose often 57.5 µM), inactives show at the highest dose activity, negative = inhibition, most hits filed as inhibitors. 44,000 tested, under 10 active. AID 1347072;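 also: plate controls were full GALK reaction for no effect and reaction lacking GALK for full effect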
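Compounds were pinned into ATP buffer, then GALK-galactose mix was added (final 5 nM enzyme, 35 uM ATP, 100 uM galactose, pH 8.0). After 1 h at room temperature, Kinase-Glo Plus was added and luminescence read.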
NTMT1 inhibitor – inhibitors of human N-terminal methyltransferase NTMT1. Q9BV86. NTMT1 MTase-Glo SAH luminescence, purified enzyme. Potency, µM (highest dose often 114 µM), for the others: at the top dose activity change, negative = inhibition, actives largely listed as inhibitors. 59,000 compounds, 2.5% hits. AID 1645870;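 also: potency is read from the fitted curve at half-maximal effect; plate controls were DMSO vehicle for no effect and no enzyme for full effect; nearly all actives have a fitted effect of over 65% in size; many of its hits are not listed in these tables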
p53null 32C kill – p53 null cell cytotoxicity, permissive temperature | AID 903 | Potency, µM (highest dose often 46.1 µM), inactives show top-dose activity change, negative = cytotoxicity, most hits filed as cytotoxic | H1299-neo p53 null cells, ATP luminescence, 24 h, 32C | 55,000 compounds, 0.62% hits;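 also: potency is read from the fitted curve at half-maximal effect; 0% = DMSO only and -100% = full killing by 100 µM tamoxifen; nearly all actives have a fitted effect of over 55% in size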
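H1299-neo (p53-null) cells, 600/well, were pre-incubated overnight at 37C, then exposed to compounds at up to 46 uM for 24 hr at 32C. Viability was measured as ATP content by luminescence, and AC50 values came from Hill fits.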
p53null 39C tox – selectivity test: cytotoxicity in p53 null cells, nonpermissive temperature | Potency, µM (series often up to 46.1 µM), for the others: at the highest dose activity, negative = cell killing, actives largely listed as cytotoxic | H1299 p53-null (neo) cells, 39C, ATPlite viability, 24 h | 55,000 compounds, 0.97% hits;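 also: potency is read from the fitted curve at half-maximal effect; 0% = DMSO only and -100% = full killing by 100 µM tamoxifen; nearly all actives have a fitted effect of over 50% in size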
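Luminescent ATP signal reported cell survival after H1299 lines (neo, p53 null; or p53 A138V) received up to 46 uM compound and 24 hr incubation at 39C.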
TSG101-PTAP inh – inhibitors of HIV-1 PTAP binding to human TSG101, validation; 44,000 tested, under 10 active; Fluorescence polarization, FITC-PTAP peptide/Tsg101, 20 min; Potency, µM (highest dose often 115 µM), without a hit: at the highest dose activity change, negative = inhibition, hits mostly inhibitors; Q99816; also: potency is read from the fitted curve at half-maximal effect; 0% is about no effect
Target sequence (Q99816 whole entry, looked up): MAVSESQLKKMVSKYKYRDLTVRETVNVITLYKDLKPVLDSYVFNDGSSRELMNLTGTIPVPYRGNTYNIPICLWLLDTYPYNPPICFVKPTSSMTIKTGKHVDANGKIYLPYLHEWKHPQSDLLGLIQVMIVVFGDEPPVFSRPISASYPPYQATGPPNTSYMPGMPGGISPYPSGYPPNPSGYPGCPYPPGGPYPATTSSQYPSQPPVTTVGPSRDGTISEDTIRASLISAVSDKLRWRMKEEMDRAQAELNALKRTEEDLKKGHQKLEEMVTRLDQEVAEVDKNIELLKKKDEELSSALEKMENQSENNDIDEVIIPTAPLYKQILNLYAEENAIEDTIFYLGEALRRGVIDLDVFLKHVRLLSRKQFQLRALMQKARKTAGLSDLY
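Steps: Tsg101 binding domain (10 uM final) in HEPES pH 7.5/NaCl/Tween 20/EDTA/TCEP; add compound; add FITC-PTAP peptide (50 nM final); incubate 20 min r.t.; read polarization.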
B2AR arrestin ag – beta-arrestin recruitment by human beta2-adrenergic receptor ligands; P07550; HTLA Tango cells, beta-arrestin recruitment, luciferase luminescence, 18 h; Potency, µM (top dose mostly 46.1 µM), without a hit: at the highest dose activation, actives largely listed as activators; 44,000 tested, under 10 active;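 also: potency is read from the fitted curve at half-maximal effect; 0% = DMSO and full agonism = EC100 isoproterenol or metaproterenol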
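Tango cells expressing recombinant beta2-AR and beta-arrestin were treated with compounds (up to 46 microM titration) in DMEM with 1% FBS for 18 hr at 37 degrees C. Beta-arrestin recruitment drove tTA-dependent luciferase, read by luminescence; curves were fitted and classed.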
FH mod – Identification of activators of human fumarate hydratase by quantitative high-throughput screening | Fumarate hydratase, mitochondrial (Homo sapiens), P07954 | FH coupled MDH/diaphorase resazurin fluorescence, 15 min | Potency, µM (highest dose often 79.9 µM), for the others: at the top dose activity change, negative = inhibition, usual class: inhibitors | 54,000 compounds, 0.22% hits; also: potency is read from the fitted curve at half-maximal effect; % is scaled to controls: 0 for no effect and ±100 for the full control effect; the screen sought activators but most active calls are inhibition curves; nearly all actives have a fitted effect of over 45% in size
Target sequence (P07954 whole entry, looked up): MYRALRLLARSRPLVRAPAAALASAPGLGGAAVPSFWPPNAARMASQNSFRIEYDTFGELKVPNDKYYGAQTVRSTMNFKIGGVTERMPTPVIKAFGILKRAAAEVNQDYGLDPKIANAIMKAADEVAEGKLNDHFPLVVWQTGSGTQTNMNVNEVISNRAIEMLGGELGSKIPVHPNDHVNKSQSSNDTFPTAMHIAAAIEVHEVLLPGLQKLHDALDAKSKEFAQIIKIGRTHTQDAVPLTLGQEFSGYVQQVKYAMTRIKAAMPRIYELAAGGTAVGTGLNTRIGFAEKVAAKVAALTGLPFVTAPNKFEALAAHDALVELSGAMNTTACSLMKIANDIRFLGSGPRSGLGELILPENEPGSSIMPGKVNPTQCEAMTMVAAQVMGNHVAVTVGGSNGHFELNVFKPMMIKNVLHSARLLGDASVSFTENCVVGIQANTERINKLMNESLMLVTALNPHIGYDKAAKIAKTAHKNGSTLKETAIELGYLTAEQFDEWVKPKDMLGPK
Starred values were filed as active, the others as inactive; [ ] = remark or other dose. Calls follow the shape of the dose curve; as a rule, active = well fitted curve in the direction sought with a large enough effect; inconclusive = small, poorly fitted or top-dose-only effect, or another doubt; inactive = no such curve, though single readings can be large; an effect the other way counts as inactive or inconclusive.

Screening COCCN1C(=O)c2oc3cc(C)cc(C)c3c(=O)c2C1c1cccc(O)c1 (stereo not drawn) returned GALK inh inconclusive, NTMT1 inhibitor 8%, p53null 32C kill 2%, p53null 39C tox -21%, TSG101-PTAP inh -9%, B2AR arrestin ag 0% and FH mod 1%.
For CC(=O)N1c2ccc(S(=O)(=O)N3CCN(c4cccc(Cl)c4)CC3)cc2CC1C (stereo not drawn) the results were GALK inh 0%, NTMT1 inhibitor -16%, p53null 32C kill -5%, p53null 39C tox -7%, TSG101-PTAP inh -11%, B2AR arrestin ag -1% and FH mod -14%.
`Cc1ccc2nc(Nc3cccc(Cl)c3C)c(-n3nc(C)cc3C)nc2c1` gave GALK inh 5%, NTMT1 inhibitor -1%, p53null 32C kill -2%, p53null 39C tox -12%, TSG101-PTAP inh 0%, B2AR arrestin ag -2% and FH mod -12%.
Screening Cc1ccc(CNC(=O)C2CCN(S(=O)(=O)N3CCCCC3)CC2)cc1 returned GALK inh 2%, NTMT1 inhibitor -2%, p53null 32C kill 4%, p53null 39C tox 19%, TSG101-PTAP inh 0%, B2AR arrestin ag -2% and FH mod 4%.
CC(C)COC(=O)Cn1nnc2sc(-c3ccccc3)cc2c1=O was read as GALK inh 0%, NTMT1 inhibitor 19%, p53null 32C kill -2%, p53null 39C tox inconclusive, TSG101-PTAP inh -2%, B2AR arrestin ag -2% and FH mod -1%.
`O=C(CN(c1ccc(Cl)c(C(F)(F)F)c1)S(=O)(=O)c1ccccc1)N1CCc2ccccc2C1` gave GALK inh -20%, NTMT1 inhibitor 6%, p53null 32C kill 34%[activator], p53null 39C tox inconclusive, TSG101-PTAP inh 1%, B2AR arrestin ag 0% and FH mod -28%.
Screening CCc1ccc(NC(=O)Cn2cc(S(=O)(=O)c3ccc(F)cc3)c(=O)c3cc(OC)ccc32)cc1 returned GALK inh -2%, NTMT1 inhibitor -3%, p53null 32C kill -15%, p53null 39C tox inconclusive, TSG101-PTAP inh 0%, B2AR arrestin ag 0% and FH mod 2%.
For Cc1cc(C)c(S(=O)(=O)Nc2ccc(-c3ccc(N4CCC(C)CC4)nn3)cc2)cc1C the results were GALK inh 0%, p53null 32C kill -5%, p53null 39C tox -1%, TSG101-PTAP inh -2% and B2AR arrestin ag -1%.
For CC(C)Oc1ccc(C(=O)N2CCN(CCc3ccccn3)CC2)cc1 the results were GALK inh 1%, NTMT1 inhibitor 16%, p53null 32C kill -2%, p53null 39C tox -15%, TSG101-PTAP inh 2%, B2AR arrestin ag -3% and FH mod 1%.
Screening CC(C)(C)OC(=O)N1CCC(c2c(C(=O)N3CCN(C(=O)c4ccco4)CC3)cnn2-c2ccccc2Cl)CC1 returned GALK inh 1%, NTMT1 inhibitor 4%, p53null 32C kill 2%, p53null 39C tox -14%, TSG101-PTAP inh -1%, B2AR arrestin ag 1% and FH mod -2%.
For CCN(CC)S(=O)(=O)c1ccc2c(c1)N(CC(=O)N1CCN(c3cccc(Cl)c3)CC1)C(=O)CO2 the results were GALK inh 0%, NTMT1 inhibitor -2%, p53null 32C kill 12%, p53null 39C tox 14%, TSG101-PTAP inh -3%, B2AR arrestin ag 1% and FH mod -22%.
Cc1c(C(=O)N2CCC(C)CC2)c(S(=O)(=O)Nc2cccc(C(F)(F)F)c2)c(C)n1C was read as GALK inh 1%, NTMT1 inhibitor -10%, p53null 32C kill -3%, p53null 39C tox 5%, TSG101-PTAP inh 2%, B2AR arrestin ag 1% and FH mod -11%.
`CCN(Cc1ccccc1)C(=O)CN1C(=O)CSc2ccc(S(=O)(=O)N(CC)CC)cc21` gave GALK inh 5%, NTMT1 inhibitor 7%, p53null 32C kill -3%, p53null 39C tox -6%, TSG101-PTAP inh -4%, B2AR arrestin ag 0% and FH mod inconclusive.
Screening Cc1ccc(S(=O)(=O)c2c(O)cc(C)c(NS(=O)(=O)c3ccc(Br)cc3)c2C)cc1 returned GALK inh 4%, NTMT1 inhibitor -1%, p53null 32C kill 22%, p53null 39C tox inconclusive, TSG101-PTAP inh -1%, B2AR arrestin ag 0% and FH mod inconclusive.
Screening COc1ccc(NC(=O)CN(c2cccc(C)c2C)S(=O)(=O)c2ccccc2)cc1OC returned GALK inh -1%, NTMT1 inhibitor -21%, p53null 32C kill 4%, p53null 39C tox -2%, TSG101-PTAP inh -5%, B2AR arrestin ag -2% and FH mod -12%.
COc1cc(/C=C(\C#N)c2nc3ccccc3n2C)cc(OC)c1OC was read as GALK inh 0%, NTMT1 inhibitor 0%, p53null 32C kill -11%, p53null 39C tox -18%, TSG101-PTAP inh 1%, B2AR arrestin ag 0% and FH mod inconclusive.
`CCCN(C(=O)c1cc(S(=O)(=O)N2CCc3ccccc32)cn1C)c1ccc(OCC)cc1` gave GALK inh 0%, NTMT1 inhibitor 2%, p53null 32C kill -1%, p53null 39C tox 0%, TSG101-PTAP inh 3%, B2AR arrestin ag 0% and FH mod inconclusive.
For CN(C)c1ccc(/C=C(\C#N)c2nc3ccccc3c(=O)[nH]2)cc1 the results were GALK inh 2%, NTMT1 inhibitor 35µM*, p53null 32C kill 0.32µM*, p53null 39C tox inconclusive, TSG101-PTAP inh 8%, B2AR arrestin ag 0% and FH mod -3%.
`CCc1cccc(NC(=O)CCS(=O)(=O)c2cc(Br)cc3c2N(C(C)=O)CC3)c1` gave GALK inh 8%, NTMT1 inhibitor inconclusive, p53null 32C kill -6%, p53null 39C tox -10%, TSG101-PTAP inh 1%, B2AR arrestin ag 1% and FH mod -23%.
Screening COc1ccc(-c2cc(C(=O)Oc3cccc(C)c3)c3cc(C)ccc3n2)cc1 returned GALK inh 1%, NTMT1 inhibitor -12%, p53null 32C kill -2%, p53null 39C tox 4%, TSG101-PTAP inh 5%, B2AR arrestin ag -1% and FH mod -5%.

A stretch from the list above, as a working copy:
`CCc1cccc(NC(=O)CCS(=O)(=O)c2cc(Br)cc3c2N(C(C)=O)CC3)c1` gave GALK inh 8%, NTMT1 inhibitor inconclusive, p53null 32C kill -6%, p53null 39C tox -10%, TSG101-PTAP inh 1%, B2AR arrestin ag 1% and FH mod -23%.
Screening COc1ccc(-c2cc(C(=O)Oc3cccc(C)c3)c3cc(C)ccc3n2)cc1 returned GALK inh 1%, NTMT1 inhibitor -12%, p53null 32C kill -2%, p53null 39C tox 4%, TSG101-PTAP inh 5%, B2AR arrestin ag -1% and FH mod -5%.

The listing continues.
`O=c1oc2ccccc2cc1-c1cn2cc(Cc3ccc(Br)cc3)sc2n1` gave GALK inh 1%, NTMT1 inhibitor -2%, p53null 32C kill 7%, p53null 39C tox inconclusive, TSG101-PTAP inh -6%, B2AR arrestin ag 0% and FH mod 4%.
For COC(=O)CN1C(=O)CSc2ccc(S(=O)(=O)N3CCOCC3)cc21 the results were GALK inh 0%, p53null 32C kill -4%, p53null 39C tox 0%, TSG101-PTAP inh 4% and B2AR arrestin ag -2%.
`CCN(c1ccc(C)cc1C)S(=O)(=O)c1nnc(NC(=O)c2ccccc2OC)s1` gave GALK inh 1%, NTMT1 inhibitor 10%, p53null 32C kill 4%, p53null 39C tox -11%, TSG101-PTAP inh -3%, B2AR arrestin ag 0% and FH mod -16%.
Screening COc1ccc(NC(=O)Cn2c(=O)n(CCc3ccccc3)c(=O)c3c4c(sc32)CCCC4)cc1 returned GALK inh 0%, NTMT1 inhibitor 15%, p53null 32C kill 5%, p53null 39C tox -9%, TSG101-PTAP inh 1%, B2AR arrestin ag 0% and FH mod -11%.
`CCN(Cc1ccccc1)C(=O)Nc1ccc2c(c1)N(C)C(=O)c1ccccc1S2` gave GALK inh -8%, NTMT1 inhibitor 6%, p53null 32C kill 14%, p53null 39C tox 134%[activator], TSG101-PTAP inh 0%, B2AR arrestin ag -2% and FH mod -25%.
`Cc1ccc2c(c1)c(=O)c1ccccc1n2CCCC(=O)Nc1ccc(C)c(C)c1` gave GALK inh -4%, NTMT1 inhibitor -5%, p53null 32C kill 20%, p53null 39C tox 6%, TSG101-PTAP inh -3%, B2AR arrestin ag 0% and FH mod -16%.
For COC(=O)c1cc2sc(Cl)cc2n1CC(=O)Nc1cc(OC)cc(OC)c1 the results were GALK inh 6%, NTMT1 inhibitor 5%, p53null 32C kill -2%, p53null 39C tox -15%, TSG101-PTAP inh 0%, B2AR arrestin ag -1% and FH mod -5%.
For COC(=O)CSc1ncc2c(n1)-c1ccccc1N(Cc1ccc(Cl)cc1)S2(=O)=O the results were GALK inh 2%, NTMT1 inhibitor 1%, p53null 32C kill -2%, p53null 39C tox -22%, TSG101-PTAP inh 0%, B2AR arrestin ag 0% and FH mod -7%.
`Cc1ccc(CNC(=O)Cn2c(=O)n(Cc3ccccc3)c(=O)c3sc4ccccc4c32)cc1` gave GALK inh -1%, NTMT1 inhibitor -13%, p53null 32C kill -2%, p53null 39C tox -7%, TSG101-PTAP inh -1%, B2AR arrestin ag 0% and FH mod -4%.
`CCc1nc2ccc(C(=O)NCc3ccc(N(C)C)cc3)cc2nc1CC` gave GALK inh 0%, NTMT1 inhibitor -3%, p53null 32C kill -4%, p53null 39C tox 16%, TSG101-PTAP inh -3%, B2AR arrestin ag -2% and FH mod -8%.
For O=C(NCC1CCN(Cc2ccccc2Cl)CC1)c1cc2ccc3cccnc3c2[nH]1 the results were GALK inh 1%, NTMT1 inhibitor -1%, p53null 32C kill -5%, p53null 39C tox -5%, TSG101-PTAP inh 15%, B2AR arrestin ag 1% and FH mod -21%.
Cc1c2cnn(-c3ccccc3)c(=O)c2c(C)n1CC(=O)NCc1ccccc1Br was read as GALK inh 5%, NTMT1 inhibitor 0%, p53null 32C kill 5%, p53null 39C tox -11%, TSG101-PTAP inh 1%, B2AR arrestin ag -3% and FH mod -1%.
COc1ccccc1NC(=O)c1c(NCc2sccc2C)sc2c1CCCCC2 was read as GALK inh 1%, NTMT1 inhibitor -6%, p53null 32C kill -9%, p53null 39C tox -1%, TSG101-PTAP inh 4%, B2AR arrestin ag inconclusive and FH mod inconclusive.
COc1ccccc1CNC(=O)Cn1c(-c2cccs2)cc2cc(F)ccc21 was read as GALK inh 1%, NTMT1 inhibitor 5%, p53null 32C kill -3%, p53null 39C tox -16%, TSG101-PTAP inh 0%, B2AR arrestin ag -1% and FH mod -10%.
Screening CCOC(=O)c1cccc(NC(=O)Cn2c(=O)nc(-c3ccccc3)c3ccccc32)c1 returned GALK inh -2%, NTMT1 inhibitor 1%, p53null 32C kill -1%, p53null 39C tox inconclusive, TSG101-PTAP inh -3%, B2AR arrestin ag 0% and FH mod 11%.
`Cc1ccc(N2CCn3c2nc2c3c(=O)n(C/C=C/c3ccccc3)c(=O)n2C)cc1C` gave GALK inh 0%, NTMT1 inhibitor 8%, p53null 32C kill 13%, p53null 39C tox inconclusive, TSG101-PTAP inh -2%, B2AR arrestin ag 0% and FH mod 6%.

A portion of the library; count on the stated rates, not on these rows.
